Screens from PubChem BioAssay.
Xi reactivation: X-chromosome reactivation activator | XiGFP mouse fibroblasts, % GFP-positive cells imaging, 3 d; cells co-treated with 5-aza-dC sensitizer; scaled so ellipticine positive control = 100% | activation, % at 7.58 µM | 0.055% of 360,000 active | AID 743238;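 active means mean normalized replicate activation at least 10% and every replicate at or above 10%; inconclusive means only one of the two criteria met; inactive means mean below 10% and not all replicates reach 10%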;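 further: 0% = median of on-plate neutral control wells and 100% = ellipticine 6 µM median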
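System: 68-5-11 XiGFP fibroblast line | Buffer or medium: DMEM containing 5-aza-dC | Compound: Single point | Times: Compounds 3 days, fix/stain 15 min at room temperature | Benchmarks: Positive control ellipticine, 6 µM final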
ERp5 block: ERp5 (human) disulfide isomerase inhibition | Q15084 | ERp5 insulin aggregation, absorbance 650 nm, 90 min | inhibition, % at 9.99 µM | 0.05% of 350,000 active | AID 651711;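 active means mean replicate inhibition above about 25%, with every replicate also reaching it, limit read from the data, passing the limit was not always enough; inconclusive means only one of those two criteria met; inactive means neither criterion met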
Target sequence (Q15084 whole entry, looked up): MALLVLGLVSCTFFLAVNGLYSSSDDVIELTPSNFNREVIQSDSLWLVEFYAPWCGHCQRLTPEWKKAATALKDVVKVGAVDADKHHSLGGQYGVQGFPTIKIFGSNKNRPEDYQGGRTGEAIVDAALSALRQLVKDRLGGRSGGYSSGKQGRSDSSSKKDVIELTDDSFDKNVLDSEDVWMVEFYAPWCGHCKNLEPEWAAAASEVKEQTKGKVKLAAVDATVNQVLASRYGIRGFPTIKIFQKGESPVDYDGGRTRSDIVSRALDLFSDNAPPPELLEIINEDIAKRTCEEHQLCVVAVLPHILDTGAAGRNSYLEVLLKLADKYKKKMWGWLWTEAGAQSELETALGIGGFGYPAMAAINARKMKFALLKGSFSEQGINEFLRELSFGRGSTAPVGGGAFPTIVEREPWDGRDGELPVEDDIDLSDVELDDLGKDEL
DENV2 CPE rescue: protects cells from dengue virus 2 cytopathic effect; DENV2-infected cells, cytopathic effect rescue, plate reader; CPE inhibition, % at 9.99 µM; 1.7% of 350,000 active; in the data active means CPE inhibition above about 20%, passing the limit was not always enough; inconclusive means no clear call, values can overlap the other calls; tested in BHK-21 cells;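 further: 0% = median of neutral control wells and 100% = median of positive control wells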
ARNT-TACC3 inh: disruptors of human ARNT/TACC3 interaction. Q9Y6A5. AlphaScreen His-ARNT PAS-B/GST-TACC3 binding, luminescence; TACC3 fragment carries E629A point mutation. inhibition, % at 9.99 µM. 0.66% of 390,000 active;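 active means mean inhibition of replicates at least 50% and at least half of replicates each reaching 50%; inconclusive means half or more replicates reach 50% but mean below 50%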;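 further: 0% = complete ARNT plus TACC3 wells and 100% = ARNT alone without TACC3; many hits fall short of the cut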
PAX8 reporter: inhibitors of PAX8 transcriptional activity in RMG-I cells | RMG-I TPO-luciferase reporter, SteadyGlo, 24 h | inhibition, % at 12.6 µM | 1.2% of 360,000 active;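 active means mean replicate inhibition at least 60% with every replicate also reaching 60%; inconclusive means only one of the two criteria is met; inactive means mean below 60% and not all replicates reaching 60%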;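 further: luciferase light reporting Pax8 driven TPO promoter activity; plate controls were median of neutral control wells for no effect and mitoxantrone controls for full effect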
EWS-Fli block: EWS/Fli transcriptional activity inhibition; A673 NR0B1-luciferase reporter, viability-normalised; inhibition, % at 12.6 µM; 0.67% of 350,000 active; AID 651661;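 active means mean inhibition of at least 50% after viability correction, with every replicate also passing that limit; inconclusive means mean reaches 50% but only one of two replicates passes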;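 further: firefly luciferase signal divided by Alamar Blue viability fluorescence both relative to DMSO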
INS-1E GSIS act: primary screen for activators of insulin secretion dependent on glucose, INS-1E cells, GLuc reporter luminescence; INS-1E GLuc reporter insulin secretion, 2-3 h; activation, % at 16.6 µM; 0.61% of 370,000 active; AID 743287;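 active means lowest replicate activation of at least 40%, so every replicate reaches that level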;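 further: 0% = median of neutral control wells and 100% = median of IBMX positive control wells; some compounds called inactive have numbers as strong as hits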
CFTR F508del cor: CFTR F508del correction in bronchial cells | activity (quench increase), % at 7.58 µM | AID 720511 | 0.36% of 350,000 active | CFBE cells, YFP halide quenching; stimulated with forskolin plus potentiator P3; % fluorescence drop versus neutral controls;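 active means mean added fluorescence quench of at least 8% versus neutral control, with both replicates also reaching 8%; inconclusive means only one of the mean or replicate conditions met; inactive means mean below 8% and not both replicates reaching 8%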;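 further: cells transiently co-express mutant CFTR-F508del with the halide-sensitive YFP; corrector assay measuring rescue of mutant channel to the surface after 24 h compound exposure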
* = called active by the depositor; ? = inconclusive; nt = not tested or not shown; & = joins results of further samples.

SMILES	INS-1E GSIS act	CFTR F508del cor	EWS-Fli block	DENV2 CPE rescue	Xi reactivation	ERp5 block	ARNT-TACC3 inh	PAX8 reporter
Cn1cc(C(=O)Nc2ccc(C#N)cc2)c2ccccc2c1=O	-10	2.6	8	17	0.0	4	0	16
COc1ccccc1OCc1nnc(SCC(=O)N2CCCC2)o1	22	-0.9	0	-3	0.0	4	-4	12
COc1ccc(C(=O)C2CCCN(C(=O)c3cccc(Cn4cccn4)c3)C2)cc1F (configuration not stated)	-7	3.5	nt	-5	0.1	1	-8	7
CC(=O)c1ccc(S(=O)(=O)N2CCN(C(C)=O)CC2)cc1	-13	0.2	-4	6	0.0	7	17	-8
C[C@H]1CCCCO[C@H](CN(C)Cc2ccc(C(=O)O)cc2)[C@@H](C)CN([C@@H](C)CO)C(=O)c2cc(NS(=O)(=O)c3ccccc3)ccc2O1	18	2.0	-3	?	0.3	nt	-5	1
O=C1CCC(C(=O)N2CCSCC2)CN1CCc1cccc(F)c1 (configuration not stated)	-8	3.2	nt	14	0.0	2	-4	-17
CCNC(=S)N(CCN(C)C)Cc1cc2cc3c(cc2[nH]c1=O)OCO3	-7	-0.8	14	4	0.0	4	-1	-3
CC(=O)c1ccc2noc(-c3ccc(F)cc3)c2c1	7	0.8	-25	-6	0.0	2	12	-8

(next part)
SMILES	INS-1E GSIS act	CFTR F508del cor	EWS-Fli block	DENV2 CPE rescue	Xi reactivation	ERp5 block	ARNT-TACC3 inh	PAX8 reporter
Cc1cccc(C(=O)c2c(N)sc3c2CCC(C)C3)c1 (configuration not stated)	nt	nt	-22	14	0.0	2	-5	35
CCOc1ccc(NC(=O)CN(C)C(=O)Cn2cnc3c2c(=O)n(C)c(=O)n3C)cc1OCC	19	-3.1	-2	10	0.0	2	-1	0
CCOC(=O)c1nnn2c3ccccc3c(=O)n(C)c12	11	0.1	11	3	-0.1	0	nt	2
CCOC(=O)N1CCC(N2Cc3cccc(C(=O)Nc4cccc(F)c4)c3C2=O)CC1	-13	2.7	5	nt	0.2	-2	-1	-5
COc1cc(C2C(C#N)=C(N)N(N(C)C)C3=C2C(=O)CCC3)cc(OC)c1OC (configuration not stated)	2	2.2	-7	5	0.4	0	nt	-10
C[C@@H]1CCCCO[C@@H](CN(C)C(=O)Nc2cccc3ccccc23)[C@@H](C)CN([C@H](C)CO)C(=O)c2cc(NC(=O)Cc3ccccc3)ccc2O1	29	-0.5	18	4	-0.5	6	1	6
Cc1ccc(NC(=O)COC(=O)c2c(C)nn(-c3ccccc3)c2C)cc1	-50	-0.3	-2	-5	0.2	3	-4	-9
CC(=O)Oc1ccccc1-c1nc(/C=C/c2ccccc2)no1	nt	-2.8	-40	-1	0.0	0	0	-171

(more compounds)
SMILES	INS-1E GSIS act	CFTR F508del cor	EWS-Fli block	DENV2 CPE rescue	Xi reactivation	ERp5 block	ARNT-TACC3 inh	PAX8 reporter
C[C@H](CO)N1C[C@H](C)[C@@H](CN(C)C(=O)Cc2ccncc2)Oc2ncc(C3=CCCCC3)cc2C1=O	11	1.8	-1	1	0.0	4	3	6
O=C(CCC(=O)OCC(=O)c1cccc([N+](=O)[O-])c1)NC1CCCCC1	nt	-0.2	4	-2	0.0	nt	-9	-2
CC(=O)N1CCOc2ccc(S(=O)(=O)N(C)c3cccc(C)c3)cc21	15	2.2	nt	2	0.0	3	-1	6
C[C@@H]1CN([C@H](C)CO)C(=O)c2cc(NC(=O)C3CCCCC3)ccc2O[C@@H](C)CCCCO[C@H]1CN(C)Cc1ccc(C(F)(F)F)cc1	-22	3.6	-3	-9	0.2	nt	14	26
c1ccc(-c2ccc(-c3nc(-c4ccccn4)no3)cc2)cc1	9	1.9	87*	2	nt	3	8	nt
Clc1ccc(Nc2ccc(Cl)nn2)cc1	-9	-2.8	-17	-4	-0.1	-4	1	-23
CN1[C@@H]2c3ccc(-c4ccc(F)cc4)c(=O)n3C[C@H]1[C@H](CO)[C@H]2C(=O)NC1CCCCC1	2	-1.0	2	-2	0.0	-9	-4	nt
CC(NC(=O)CSc1ccccc1)c1ccccc1 (configuration not stated)	nt	0.7	-198	5	0.0	0	-6	-2

(list continues)
SMILES	INS-1E GSIS act	CFTR F508del cor	EWS-Fli block	DENV2 CPE rescue	Xi reactivation	ERp5 block	ARNT-TACC3 inh	PAX8 reporter
O=C(NCc1ccccc1)c1cc(C2COCCN2C(=O)C2CC2)on1 (configuration not stated)	1	4.1	0	-2	-0.1	2	nt	-5
COc1ccc2c3c(n(C)c2c1)[C@@H](CO)N(C(=O)c1cccc(F)c1)CC31CN(CC2CC2)C1	10	-1.7	0	7	0.3	5	nt	-16
O=C(CCN1C(=O)/C(=C/C=C/c2ccccc2)SC1=S)Nc1cccnc1	-11	nt	-4	8	0.2	2	-1	-94
Fc1ccc(/C=N\Nc2cccc(F)c2)cc1	24	1.0	5	-2	0.1	-1	6	11
COc1ccc(N=N/C(=C\O)C(=O)c2cccs2)cc1	-7	3.4	-23	3	0.0	0	-2	-41
CC(=O)Nc1cc(-c2cccc(F)c2)cn2c(-c3ccc(F)c(Cl)c3)cnc12	13	-1.7	3	3	-0.1	3	nt	22
O=C(COC(=O)c1nc(Cl)ccc1Cl)NCc1ccccc1	18	nt	-10	4	0.1	-1	-1	2
Cc1ccc(C(=O)NC(Cc2ccc(C(C)(C)C)cc2)C(=O)O)cc1 (configuration not stated)	-2	7.6	-7	-5	0.1	1	-8	-18

Next records follow.
SMILES	INS-1E GSIS act	CFTR F508del cor	EWS-Fli block	DENV2 CPE rescue	Xi reactivation	ERp5 block	ARNT-TACC3 inh	PAX8 reporter
CC(=O)c1ccc(N2CCN(CC(O)COC(c3ccccc3)c3ccccc3)CC2)cc1 (configuration not stated)	-42	-0.7	11	-1	0.1	7	6	17
N#C[C@@H]1[C@H](c2ccccc2)[C@@H](CO)N1S(=O)(=O)c1ccc(F)cc1	9	1.3	2	3	0.0	2	-4	7
OCC1(CCOc2ccccc2)CCN(Cc2ccc3cccc(F)c3n2)CC1	-7	1.2	14	0	0.0	4	nt	3
C[C@H](CO)N1C[C@H](C)[C@@H](CN(C)Cc2ccc3c(c2)OCO3)Oc2ccc(NC(=O)Cc3ccccc3)cc2C1=O	16	-1.4	nt	2	0.1	1	3	16
CCCCN(C(=O)c1cc(=O)[nH]c2ccccc12)c1c(N)n(CCCC)c(=O)[nH]c1=O	-9	-2.0	nt	-4	0.2	-2	26	17
CCCn1nnnc1NCc1ccc(OC)cc1	3	0.1	6	5	-0.1	-3	-4	-14
O=C(c1cccc(F)c1)N1CCN(C2CCCCC2)CC1	8	-2.3	-2	3	nt	4	-23	nt
Cc1noc(C)c1NC(=O)N(C)C[C@@H]1Oc2c(NS(=O)(=O)c3cn(C)cn3)cccc2C(=O)N([C@H](C)CO)C[C@H]1C	15	3.0	-3	9	-0.6	0	-6	nt

Additional compounds follow:
SMILES	INS-1E GSIS act	CFTR F508del cor	EWS-Fli block	DENV2 CPE rescue	Xi reactivation	ERp5 block	ARNT-TACC3 inh	PAX8 reporter
CCCNC(=O)/C(C#N)=C1\N=C(NC(=O)c2ccco2)c2ccccc21	7	2.1	nt	5	-0.2	4	2	-10
Cc1noc(C)c1S(=O)(=O)Nc1ccc2c(c1)C(=O)N([C@@H](C)CO)C[C@@H](C)[C@H](CN(C)S(=O)(=O)c1ccccc1)OCCCC[C@@H](C)O2	-16	-1.2	-3	94*	0.0	1	-10	-7
Cc1ccccc1NC(=O)Cc1nc(COC(=O)CSc2ccccc2)cs1	-10	1.5	-1	-1	0.0	-8	3	3
c1ccc2c(c1)CCN(CCCNc1nc3ccccc3n3cnnc13)C2	10	2.4	9	0	0.0	9	3	14
CC(OC(=O)c1ccc2c(c1)S(=O)(=O)c1ccccc1C2=O)C(N)=O (configuration not stated)	24	1.3	-1	-1	-0.1	-2	-9	-13
Cn1c(C(=O)NCc2cccnc2)cc2sc(Cl)cc21	-8	-0.5	-1	-1	nt	9	-2	nt
C[C@@H]1CCCCO[C@H](CN(C)C(=O)CCC(F)(F)F)[C@H](C)CN([C@@H](C)CO)C(=O)c2cc(NS(=O)(=O)c3ccccc3)ccc2O1	-20	2.4	-6	-9	0.1	3	-6	-8
CCC(=O)N1CCC2(CC1)Oc1ccc(F)cc1C(=O)C21CC(c2cccnc2)=NO1 (configuration not stated)	nt	1.9	-5	nt	0.0	3	-25	10

(list continues)
SMILES	INS-1E GSIS act	CFTR F508del cor	EWS-Fli block	DENV2 CPE rescue	Xi reactivation	ERp5 block	ARNT-TACC3 inh	PAX8 reporter
O=C(CCNc1cccc(F)c1)c1cc2ccccc2o1	22	-0.4	-7	nt	-0.2	13	30	8
CC(=O)Nc1ccc(CN2CCN(CC=C(C)C)C(CCO)C2)cc1 (configuration not stated)	nt	-1.0	-1	0	0.0	-4	-5	-1
C[C@@H]1CCCCO[C@@H](CN(C)C(=O)Nc2ccc(C(F)(F)F)cc2)[C@@H](C)CN([C@H](C)CO)C(=O)c2cc(NS(=O)(=O)c3cccs3)ccc2O1	16	3.4	10	?	1.8	4	nt	nt
Cc1ccc(OCC(=O)NCCCNC(=O)c2ccco2)cc1	-2	-2.4	-8	10	0.1	0	nt	-7
COc1ccc(NC(=O)Nc2ccc3c(c2)C(=O)N([C@@H](C)CO)C[C@H](C)[C@H](CN(C)Cc2ccccc2)O3)cc1	-3	1.6	-7	-4	0.0	-3	1	4
Cc1noc(C)c1S(=O)(=O)Nc1ccc2c(c1)C(=O)N([C@H](C)CO)C[C@H](C)[C@@H](CN(C)C(=O)Nc1ccc(C(F)(F)F)cc1)O2	-9&-14	1.8&3.9	-8&3	-13&-12	-0.1&0.0	-2&0	-10&4	-9
CC(=O)Nc1ccc(C(=O)NCC(=O)OCc2ccccc2F)cc1	14	-1.8	6	-5	0.2	1	-5	-7
C=CCn1c(SCC(=O)N2CCOCC2)nc2sc(C)c(C)c2c1=O	20	2.9	5	-4	0.3	1	-7	10
OC(c1ccc(F)c(F)c1)c1ncc(-c2ccccc2F)[nH]1 (configuration not stated)	nt	-4.1	-22	4	0.8	6	nt	-22
CC(C)c1ccc(CC(=O)N2CCC2(C)C(=O)Nc2ccc3c(c2)OCO3)cc1 (configuration not stated)	-56	-0.8	-6	-8	0.1	0	nt	11
COc1cc2c(cc1OC)C(=O)N(C)CC2	nt	-5.4	10	-5	nt	-2	-12	nt
